Source: PubChem
RORgamma inh = inhibitors of mouse ROR gamma transcriptional activity; P51450; Drosophila S2 Gal4-RORgamma UAS-luciferase reporter, 20 h; Potency, µM (highest dose often 53.6 µM), for inactives: at the top dose activity change, negative = inhibition, actives largely listed as inhibitors; hit rate 5.4% among 310,000; note: % is set by controls: 0 for no effect and ±100 for the full control effect; nearly all actives have a fitted effect of over 60% in size
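Schneider cells (Drosophila), stable Gal4 DBD–ROR gamma + UAS-luc; 1 hr cmpd preincubation; Cu2+ induction 700 uM final; 20 hr ambient; luminescence.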
FLuc counter = firefly luciferase modulation, counter-screen for miR-21 project. AID 588342. Potency, µM (highest dose often 57.5 µM), for the others: at the top dose activity change, negative = inhibition, most hits filed as inhibitors. P08659. purified FLuc, Km substrates, luminescence inhibition. hit rate 6.9% among 360,000;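 note: plate controls were vehicle for no effect and reference inhibitor for full effect; nearly all actives have a fitted effect of over 55% in size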
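Purified P. pyralis luciferase, 10 nM final, with Km-level 10 uM D-luciferin and 10 uM ATP in 50 mM Tris acetate pH 7.5, 10 mM Mg acetate, 0.01% Tween-20, 0.05% BSA; 6-point qHTS titration about 60 µM downward; luminescence read.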
MBNL1 CUG block = blocks human MBNL1 binding to CUG repeat RNA | Q9NR56 | TR-FRET MBNL1-His/biotin-(CUG)12 binding, 665/545 ratio | Potency, µM (titrated, usually from 57.5 µM), for the others: at the top dose activity change, negative = inhibition, hits mostly inhibitors | hit rate 0.036% among 280,000 | AID 2675; active = well fitted inhibition curve with a large enough effect in the signal ratio, with a control signal flat, not every such curve was filed as active; inconclusive = small, poorly fitted or top-dose-only effect, or effect the other way, or a change in a side signal; inactive = no such curve, though single readings can be large or run the other way; the % refers to the signal ratio; note: % is set by controls: 0 for no effect and ±100 for the full control effect
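Ratiometric TR-FRET (665 over 545 nm, excitation 340 nm) tracks disruption of MBNL1-His/biotin-(CUG)12 complex after 60 min at room temperature, with compounds at 92 nM to 58 uM final.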
uPA surface inh = blocks generation of uPA at the cell surface; hit rate 0.31% among 330,000; cell surface uPA generation assay, qHTS; Potency, µM (doses to about 38.3 µM), without a hit: top-dose activity change, negative = inhibition, actives largely listed as inhibitors; active = well fitted inhibition curve with a large enough effect; inconclusive = small, poorly fitted or top-dose-only effect; inactive = no such curve, though single readings can be large or run the other way; tested in mouse RAW 264.7 cells; note: % is set by controls: 0 for no effect and ±100 for the full control effect; nearly all actives have a fitted effect of over 55% in size
p53 reactivator = restores transcriptional activity of mutant p53; H1299 p53-A138V BP100-luciferase reporter, luminescence, 24 h; AID 504706; Potency, µM (top dose mostly 92.2 µM), without a hit: top-dose activity change, positive = activation, usual class: activators; hit rate 0.063% among 320,000; note: % of control where 0% means no effect; nearly all actives have a fitted effect of over 45% in size
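H1299 (p53-null), stable ts p53-A138V + BP100-Luc; 1000 cells/well, Opti-MEM/10% FBS; cpd 4 pt, 1:5; 24 h, 37 deg C, 5% CO2; detection reagent 10 min RT; luminescence.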
NPC1 prom act = activates the NPC1 promoter. hit rate 2.4% among 320,000. Huh7 NPC1 promoter luciferase reporter, 24 h. Potency, µM (highest dose often 9.22 µM), without a hit: at the top dose activation, most hits filed as activators;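 note: % of control where 0% means no effect; nearly all actives have a fitted effect of over 60% in size; reporter is driven by a mutant NPC1 promoter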
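Compounds in DMSO were transferred onto Huh7 NPC1-luciferase reporter cells pre-incubated 2 h; after 24 h at 37 °C, Amplite reagent was dispensed and luminescence recorded 10 min later.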
Rab9 prom act = activates the Rab9 promoter; Huh7 Rab9 promoter-luciferase reporter, luminescence, 24 h; Potency, µM (top dose mostly 9.22 µM), for inactives: at the highest dose activation, negative = inhibition, most hits filed as activators; hit rate 2.8% among 320,000; AID 485297; note: % of control where 0% means no effect; nearly all actives have a fitted effect of over 60% in size
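Rab9 promoter-driven luciferase in stably transfected Huh7 cells; 1500 cells/well rested 2 h, exposed to compound in DMSO for 24 h at 37 °C, 5% CO2. Luminescence read 10 min after adding luciferase reagent at ambient temperature.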
BRCA1 expr act = increases BRCA1 expression; AID 624202; hit rate 1.1% among 380,000; MCF7-BRCA1-FFLuc reporter, luminescence, 48 h; response scale: scaled: vehicle 0%, 10 µM genistein 100%; Potency, µM (doses to about 46.1 µM), for inactives: at the top dose activation, actives largely listed as activators; note: nearly all actives have a fitted effect of over 80% in size; some results filed as inactive show a strong effect at the top dose
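Activators of BRCA1 expression were detected as increased firefly luciferase luminescence in engineered MCF7 cells after 48 h compound incubation. Signals were scaled to genistein 10 microM as full activation.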
CXXC DNA block = MLL CXXC-DNA interaction inhibition; Q03164; MLL-CXXC / FITC-HOXA9 DNA fluorescence polarization; Potency, µM (doses to about 115 µM), inactives show at the top dose activity change, negative = inhibition, actives largely listed as inhibitors; hit rate 0.037% among 290,000; AID 2662; active = well fitted inhibition curve with a large enough effect in the polarisation, with a control signal flat, not every such curve was filed as active; inconclusive = small, poorly fitted or top-dose-only effect, or effect the other way, or a change in a side signal; inactive = no such curve, though single readings can be large or run the other way; the % refers to the polarisation
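Steps: dispense CXXC domain solution (7 uM) → pin compounds or unlabeled HOX-A9 DNA control → 5 min ambient → add FLSN-HOX-A9 solution (50 nM) → spin → 30 min ambient → fluorescence polarization. Tris pH 7.5/NaCl/DTT/BSA buffer.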
ELG1 genotox = inducers of genotoxicity in HEK293T ELG1-luciferase cells. HEK293T ELG1-luciferase reporter, luminescence, 16 h. Potency, µM (titrated, usually from 46 µM), inactives show top-dose activity change, positive = activation, most hits filed as activators. hit rate 1.3% among 330,000; note: % of control where 0% means no effect; nearly all actives have a fitted effect of over 60% in size
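After overnight (16 hr) compound treatment at 37 °C, ELG1-luciferase HEK293T cells were lysed with ONE-Glo; luminescence quantified 30 min later at room temperature.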
Gal4-VP16 FLuc = inhibits Gal4-VP16 luciferase reporter, ROR gamma counter-screen; Drosophila S2 Gal4-VP16 UAS-luciferase, luminescence, 20 h; Potency, µM (series often up to 53.6 µM), without a hit: at the top dose activity, negative = inhibition, most hits filed as inhibitors; hit rate 3.5% among 310,000;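 note: Gal4-VP16 expression switched on by copper sulfate through the metallothionein promoter; % is set by controls: 0 for no effect and ±100 for the full control effect; nearly all actives have a fitted effect of over 50% in size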
Active calls of the source: *; ? = inconclusive; nt = no result given; [ ] = remark or other dose. Unless noted, calls come from the whole dose curve; as a rule, active = well fitted curve in the direction sought with a large enough effect; inconclusive = small, poorly fitted or top-dose-only effect, or another doubt; inactive = no such curve, though single readings can be large; an effect the other way counts as inactive or inconclusive. Potency is the fitted concentration of half-maximal effect. These rows are one share of the data; rates above refer to the full screens.

Sequence of screens – RORgamma inh	FLuc counter	MBNL1 CUG block	uPA surface inh	p53 reactivator	NPC1 prom act	Rab9 prom act	BRCA1 expr act	CXXC DNA block	ELG1 genotox	Gal4-VP16 FLuc
- COc1ccc(CCNC(=O)CNC(=O)c2ccc3c(c2)OCO3)cc1OC
→ -14.2%	-2.3%	-3.6%	0.3%	-2.5%	8.1%	-1.5%	-19.1%	-2.7%	-0.3%	-3.8%
- O=C(c1cc(S(=O)(=O)N2CCOCC2)ccc1Cl)N1CCc2ccccc2C1
→ 7.1%	4.2%	-0.2%	-2.8%	-9.4%	0.6%	-1.2%	-14.3%	-11.4%	-11.7%	10.1%
- Cc1cc(C(=O)CCC(=O)NC(C)c2ccc(S(N)(=O)=O)cc2)c(C)s1 (stereo not given)
→ nt	-0.9%	nt	-3.7%	-2.2%	-0.4%	-0.6%	-4.8%	nt	-4.4%	nt
- N#Cc1ccc(C(=O)Nc2nnc(-c3cccs3)o2)cc1
→ 0.708µM*	?	2.1%	?	4.6%	-5.9%	-9.1%	-3.9%	-1.9%	4.3%	1µM*
- O=C(Nc1ccc(Cn2nnc3ccccc32)cc1)c1ccco1
→ -42.1%	-11.3%	-1.7%	nt	-5.1%	14.7%	5.8%	2.5%	-5.8%	-3.0%	?
- COc1ccc(C(CC(=O)O)N2Cc3ccccc3C2=O)cc1 (stereo not given)
→ -0.4%	-0.9%	-3.9%	4.9%	1.1%	-5.3%	-0.5%	14.6%	4.4%	-0.2%	10.5%
- CN(C)CCN(Cc1ccccc1)S(=O)(=O)c1ccc2c(c1)n(C)c(=O)c(=O)n2C
→ 2.2%	-3.0%	-1.6%	2.0%	8.2%	-3.4%	-0.2%	-1.3%	-13.0%	-0.3%	-2.7%
- OC(COC(c1ccccc1)c1ccccc1)CN1CCN(c2cccc(Cl)c2)CC1 (stereo not given)
→ 19.1%	0.0%	-15.6%	6.0%	3.2%	7.8%	2.8%	-2.5%	1.5%	-2.3%	4.2%
- Cc1ccc(N/C=C/c2onc(C)c2[N+](=O)[O-])cc1
→ 31.2%	0.601µM*	-11.9%	2.7%	14.8%	2.51µM*	0.631µM*	6.31µM*	-13.2%	1.3µM*	-8.1%
- COc1ccc(NS(=O)(=O)c2ccc(NC(=O)CCNS(=O)(=O)c3ccc(C)cc3)cc2)cc1
→ 2.7%	5.8%	-19.7%	-0.4%	-1.8%	2.3%	-2.3%	-29.4%	-0.7%	-0.7%	-0.3%
- COc1ccc(NC(=O)COC(=O)c2c3c(nc4ccccc24)CCCC3)cc1
→ -5.7%	?	1.6%	-1.4%	-3.2%	3.8%	-4.1%	-1.2%	4.7%	4.6%	-5.8%
- O=C(NCc1nc2ccccc2[nH]1)c1ccc([N+](=O)[O-])cc1
→ -10.4%	3.3%	?	10.6%	1.3%	-2.5%	2.1%	-7.2%	4.4%	-11.2%	-6.4%[10 µM]
- CCOc1ccc(Nc2oc(-c3cccc(Cl)c3)nc2C#N)cc1
→ 35.2%	-3.3%	-10.2%	nt	8.5%	?	?	9.0%	36.3%[activator]	?	29.1%
- Cc1cccc(C(=O)NCC(=O)OCc2nnc(-c3ccccc3)o2)c1
→ nt	-16.3%	nt	-2.0%	1.4%	-4.8%	-0.3%	-8.2%	nt	?	nt
- Fc1ccc(C2=NN(c3ccccc3)C(c3ccco3)C2)cc1 (stereo not given)
→ 38.2%	?	41.8%[activator]	0.4%	2.9%	2.3%	1.0%	-10.6%	-11.1%	3.6%	?
- Clc1cccc(Cl)c1COn1nnc2ccccc21
→ ?	?	-0.4%	?	?	24.9%	24.6%	-59.6%	144.2%[activator]	?	9.6%
- COCCCNC(=O)c1sc2ncnc(N3CCc4ccccc4C3)c2c1C
→ -29.0%	-14.7%	-3.9%	nt	-4.9%	2.2%	13.2%	-91.7%[inhibitor]	5.5%	-10.1%	?
- CC(=O)N1CCN(c2ccc(NC(=O)c3ccco3)cc2Cl)CC1
→ 8.3%	?	1.0%	2.6%	15.6%	1.3%	30.0%	64.3%	-0.7%	?	?
- CCN(CCn1cccn1)C(=O)c1cc(COc2ccc(F)cc2Cl)on1
→ 36.8%	?	-0.9%	8.8%	-0.3%	-0.8%	-3.0%	-4.0%	2.3%	-0.2%	3.7%
- O=C(COC(=O)c1cc(=O)[nH]c2ccccc12)Nc1cccc(S(=O)(=O)N2CCOCC2)c1
→ 36.1%	-2.7%	?	7.6%	-1.0%	-1.2%	1.8%	13.8%	-16.6%	-0.9%	4.7%
- CC(C)c1ccc(NC(=O)Cc2ccc(NC3=NC4CS(=O)(=O)CC4S3)cc2)cc1 (stereo not given)
→ 7.1%	21.3µM*	-3.4%	1.0%	20.9%	1.9%	18.9%	61.3%	nt	13.2%	-1.1%
- COc1ccc(OC)c(NC(=O)CN(Cc2ccc(Cl)cc2)S(C)(=O)=O)c1
→ ?	-0.6%	2.9%	-1.1%	-2.4%	-3.0%	1.3%	-6.0%	5.8%	-5.0%	6.3%
- CCOC(=O)c1c(CN(C)C)n(C)c2ccc(OC(C)=O)cc12
→ 0.0%[10 µM]	1.8%	-12.3%	8.5%	-12.6%	7.9%	-5.0%	4.9%	-3.0%	1.0%	1.2%
- C/C(=N\S(=O)(=O)c1ccc(C)cc1)N1CCCCC1
→ -1.5%	4.7%	3.5%	9.8%	0.9%	-0.1%	-2.5%	-25.7%	2.6%	0.2%	-3.8%
- COc1ccccc1Nc1ccc(C(=O)NC2CCCCC2)cn1
→ -34.9%[0.365 µM]	13.5µM*	-5.4%	8.0%	-5.1%	1.6%	0.7%	29.3%	0.8%	?	nt
- O=C(CN1c2ccccc2S(=O)(=O)c2ccccc21)NCc1ccccc1
→ 14.7%	1.7%	?	1.5%	-1.9%	-2.2%	-0.4%	2.5%	0.1%	0.8%	-10.2%
- CN(C)c1ccc(C(CNC(=O)c2cccs2)N(C)C)cc1 (stereo not given)
→ 13.6%	?	-5.3%	-4.8%	?	18.2%	23.1%	12.6µM*	-5.9%	?	2.5%
- O=C(Nc1ccc(OC(=O)c2ccccc2)c(-c2nc3ccccc3s2)c1)c1ccccc1
→ -16.8%	-0.1%	0.8%	0.2%	-1.9%	14.6%	-5.0%	-62.1%	51.3%[activator]	2.1%	9.0%
- O=C(CSC(=S)N1CCCC1)Nc1ncc(Cl)cc1Cl
→ nt	-0.4%	nt	-7.0%	-1.4%	-0.2%	-3.0%	1.7%	nt	1.6%	nt
- COc1cccc(C2NC(=O)CCC2[N+](=O)[O-])c1OC (stereo not given)
→ -11.1%	-2.7%	-10.5%	5.2%	0.6%	2.7%	2.1%	-1.6%	5.5%	0.4%	-1.2%
- COc1ccccc1CCc1nnc(CCC(=O)NC(C)Cc2cccs2)o1 (stereo not given)
→ 4.1%	-8.1%	-12.0%	7.5%	-1.1%	-2.2%	-1.0%	3.4%	-3.0%	-3.1%	-4.1%
- O=C(O)c1cc(Cl)ccc1-c1ccc(/C=C/c2cc(C(F)(F)F)[nH]c(=O)n2)o1
→ 15.7%	?	?	2.0%	-1.8%	-1.4%	1.3%	0.6%	?	-0.1%	-2.9%
- C/C(=N\Nc1nnc(C)c(=O)[nH]1)C(=O)O
→ -40.4%	0.9%	-15.0%	nt	5.9%	0.8%	-0.7%	-1.5%	-9.1%	-2.1%	-6.1%
- CCC(CC)COC(=O)C1=C(C)NC(=O)NC1c1ccc(N(C)C)cc1 (stereo not given)
→ 27.8%	1.4%	-4.1%	2.6%	1.2%	-2.2%	-3.8%	-17.7%	7.3%	-7.4%	-20.6%
- CCCOC(=O)c1ccc(Oc2coc3c(CN(CC)CC)c(O)ccc3c2=O)cc1
→ -9.7%	0.5%	3.9%[11.5 µM]	4.3%	-17.8%	-1.3%	3.7%	-3.6%	7.6%	-0.4%	-4.4%
- Cc1cccc(OCc2nnc(SCC(=O)Nc3ccc(C)c(C)c3)o2)c1
→ -23.9%	4.5%	9.7%	-3.8%	4.1%	-1.1%	-2.8%	-2.7%	-6.5%	-0.1%	-19.2%
- CCOc1ccc(-n2ccc(=O)c(C(=O)Nc3ccc(S(=O)(=O)N4CCOCC4)cc3)n2)cc1
→ -26.7%	-1.8%	10.1%	0.7%	8.8%	-0.4%	-4.5%	-2.3%	2.5%	5.7%	3.4%
- CCN(CC)CCCNC(=O)C1CCN(C(=O)c2oc3cc4sc(N(C)C)nc4cc3c2C)CC1
→ -3.5%	?	3.3%	6.0%	?	16.3%	10.4%	?	3.0%	14.7%	5.3%
